# Mm-Cpn inhibitor: inhibitors of Methanococcus maripaludis chaperonin (MmCpn). purified Mm-Cpn ATPase, ADP Transcreener TR-FRET. 0.031% of 330,000 active. Potency, µM (doses to about 76.9 µM), for inactives: at the highest dose activity, negative = inhibition, hits mostly inhibitors. AID 504842; further: potency means the concentration at half of the fitted maximal effect; on the % scale 0 is the no-effect control and ±100 the full control effect; nearly all actives have a fitted effect of over 80% in size
#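 25 nM Mm-CPN + cpd, 10 min 37°C; + 10 uM ATP, 30 min 37°C; buffer 30 mM Tris pH 7.4, 100 mM KCl, 5 mM MgCl2, 1 mM DTT; Transcreener ADP HTRF detection 30 min RT.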
# TGFb inhibitor: TGF-b pathway inhibition | HepG2 CAGA-GFP TGF-b/SMAD3 reporter, GFP fluorescence, 18 h; TGF-beta stimulated, 500 pg/mL final | Potency, µM (highest dose often 46.1 µM), inactives show top-dose activity, negative = inhibition, most hits filed as inhibitors | 1.2% of 410,000 active | AID 588855; further: potency means the concentration at half of the fitted maximal effect; on the % scale 0 is the no-effect control and ±100 the full control effect; nearly all actives have a fitted effect of over 65% in size
#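 First, reporter cells (HEPG2 CAGA-GFP) rested 2 h at 37 degrees C. Next, compounds were pinned in and TGF-beta added to 500 pg/mL final. After 18 h, GFP was imaged per cell and summed per well.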
# Nrf2 block: blocks Nrf2 signaling; A549 ARE-Fluc reporter, luciferase luminescence, 18-24 h; Potency, µM (highest dose often 46 µM), inactives show top-dose activity change, negative = inhibition, usual class: inhibitors; 2.1% of 360,000 active; AID 504444; further: potency means the concentration at half of the fitted maximal effect; on the % scale 0 is the no-effect control and ±100 the full control effect; nearly all actives have a fitted effect of over 60% in size
#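 Nrf2 function is reported as luminescence of an ARE-controlled luciferase in A549 cells. Compounds were tested at several concentrations, and a CellTiter-Fluor read on the same wells flagged cytotoxicity.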
# Akt phos inh: inhibitors of Akt phosphorylation | activity change, % for hits at 50 µM | AID 651550 | Neuro2A IGF-stimulated pAkt S473 HTRF, 20 min; hits give low values | 0.32% of 360,000 active; in the data active means activity change below about -80%; inconclusive means mostly about -51% to -80%; further: on the % scale 0 is the no-effect control and ±100 the full control effect
#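 Neuro2A cells (4,500/well, DMEM with 0.5% FBS) were treated with compound at a single 50 µM final concentration, stimulated with 6 nM IGF for 20 min at 37 °C, and lysed. Phospho-Akt Ser473 was read by HTRF as 665/615 ratio ×10^4.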
# A549 viability: kills or reduces viability of A549 cells in Nrf2 counter-screen; 0.16% of 390,000 active; AID 504648; A549 ARE-Fluc cells, CellTiter-Fluor viability, 18-24 h; Potency, µM (series often up to 46 µM), without a hit: top-dose activity change, negative = cytotoxicity, hits mostly inhibitors; further: potency means the concentration at half of the fitted maximal effect; on the % scale 0 is the no-effect control and ±100 the full control effect
#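 A549 ARE_Fluc cells in 5% FBS OPTI-MEM were exposed to compounds in concentration-response for 18-24 h at 37 deg C. Viability was read by CellTiter-Fluor fluorescence (Ex 405/Em 525) after 30 min, before the luciferase read.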
# Nrf2 activator: Nrf2 pathway activation; AREc32 ARE-luciferase reporter (MCF7-derived line), luminescence, 24 h; Potency, µM (highest dose often 46.1 µM), without a hit: at the highest dose activation, usual class: activators; 0.31% of 410,000 active; further: potency means the concentration at half of the fitted maximal effect; % of control where 0% means no effect; nearly all actives have a fitted effect of over 65% in size
#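 AREc32_Fluc, 1000 cells/well, OPTI-MEM + 5% FBS, o/n 37 deg C 5% CO2; 23 nL cpd by pin tool, 24 hr; Steady-Glo 30 min RT, luminescence.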
# CCT chaperon mod: changes cytosolic chaperonin activity; purified chaperonin ATPase assay, HTRF ADP detection, 30 min; activity change, % (concentration not given with the values), hits read low; 0.3% of 360,000 active; AID 651819; in the data active means activity change below about -30%; further: on the % scale 0 is the no-effect control and ±100 the full control effect
#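 TRiC (40 or 20 nM final, by batch activity) in 30 mM Tris pH 7.4, 100 mM KCl, 5 mM MgCl2, 1 mM DTT was treated with compound at 76 uM single dose, then 10 uM ATP, 30 min at 37 °C. ADP was read by HTRF Transcreener.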
# HepG2 viability: counter-screen for TGF-b inhibitors: cytotoxicity in HepG2 cells; HepG2 CAGA-GFP viability, ATP luminescence, 18 h; Potency, µM (doses to about 46.1 µM), inactives show at the highest dose activity change, negative = cytotoxicity, actives largely listed as cytotoxic; 0.76% of 410,000 active; AID 588856; further: potency means the concentration at half of the fitted maximal effect; some results filed as inactive show a strong effect at the top dose
#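 CellTiter-Glo luminescence gave cytotoxicity after 18 hours at 37 degrees C. The cells were HepG2 CAGA-GFP in 1% FBS DMEM, stimulated with 500 pg/mL TGF-beta after compound addition. %Activity was normalised to no-cell wells (complete cell-killing) and DMSO (no toxicity), and curves were fitted and classified.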
# Abeta rescue: compounds reversing amyloid beta toxicity in yeast | AID 1347071 | yeast expressing A-beta42, growth rescue, OD600, 48 h; response scale: 0% DMSO, 100% iron-clioquinol control | Potency, µM (highest dose often 46.1 µM), for inactives: at the highest dose growth rescue, actives largely listed as activators | 0.063% of 410,000 active; further: potency means the concentration at half of the fitted maximal effect; nearly all actives have a fitted effect of over 55% in size
#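 Growth rescue measured by 600 nm absorbance after 48 h yeast culture at 30 C with compound. Values normalized between DMSO and an equimolar ferric chloride plus clioquinol control.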
# Starred values were filed as active, the others as inactive; i = inactive; ? = inconclusive; · = not tested or not shown; [ ] = dose if it differs, or a comment. Unless noted, the call rests on the fitted dose curve; in most records, active means well fitted curve in the direction sought with a large enough effect; inconclusive means small, poorly fitted or top-dose-only effect, or another doubt; inactive means no such curve, though single readings can be large; an effect the other way counts as inactive or inconclusive.
SMILES,Mm-Cpn inhibitor,TGFb inhibitor,Nrf2 block,Akt phos inh,A549 viability,Nrf2 activator,CCT chaperon mod,HepG2 viability,Abeta rescue
Cc1onc(-c2c(Cl)cccc2Cl)c1C(=O)NCCc1ccncc1,0%,13%,-9%,i,1%,-0.5%,-0.4,1%,-9%
O=C(NCc1ccc(F)cc1)c1ccc(Nc2nc3ccccc3n3nnnc23)cc1,·,-4%,?,·,1%,0.4%,·,3%,0%
CC(C)CCNC(=O)CN(CCN1CCOCC1)C(=O)Cn1nnc(-c2ccc(F)cc2)n1,-4%,11%,10%,i,11%[1.84 µM],0.0%,1.1,-18%,-18%
CCCCNC(=O)c1ccc2c(c1)NC(=O)C(CS(=O)(=O)Cc1cccc(C)c1)N2 (stereo not drawn),·,?,?,·,4%,0.0%,·,-14%,-3%
O=[N+]([O-])c1ccc(/C=N/Nc2ccccn2)cc1,0%,-16%,3%,i,2%,23%,-2.1,-19%,-7%
COc1ccccc1N1CCN(C(=O)CSc2nnc(NC(=O)C3CCC3)s2)CC1,-7%,-1%,?,i,0%,-0.8%,-3.4,-8%,-7%
COc1ccc(Nc2nc(N)nc(CSCCO)n2)cc1,0%,-4%,?,i,2%,3.0%,0.4,-8%,6%
CCC(=O)NC(=S)Nc1ccc(S(=O)(=O)N2CCN(C)CC2)cc1,1%,-4%,-4%,i,-3%,-0.7%,0.8,7%,1%
Cc1ccc(C(c2sc3nc(C)nn3c2O)N2CCOCC2)cc1 (stereo not drawn),0%,-15%,1%,i,-19%,-0.7%,1.1,2%,-4%
CC12CCC(=O)N1C(C(=O)NNC(=O)c1ccccc1F)CS2 (stereo not drawn),-3%,-4%,6%,i,10%,0.4%,0.5,-23%,-16%
CC(C)(C)c1ccc(/C=C/C(=O)NCCCn2ccnc2)cc1,2%,-2%,-26%,i,-8%,-1.3%,-1.6,-10%,-3%
O=C(CCCN1C(=O)/C(=C/c2cccs2)SC1=S)Nc1ccc(O)cc1,-1%,?,?,i,-6%,?,0.7,-12%,3%

# Ten of the compounds above, with tabs:
SMILES	Mm-Cpn inhibitor	TGFb inhibitor	Nrf2 block	Akt phos inh	A549 viability	Nrf2 activator	CCT chaperon mod	HepG2 viability	Abeta rescue
CC(C)CCNC(=O)CN(CCN1CCOCC1)C(=O)Cn1nnc(-c2ccc(F)cc2)n1	-4%	11%	10%	i	11%[1.84 µM]	0.0%	1.1	-18%	-18%
CCCCNC(=O)c1ccc2c(c1)NC(=O)C(CS(=O)(=O)Cc1cccc(C)c1)N2 (stereo not drawn)	·	?	?	·	4%	0.0%	·	-14%	-3%
O=[N+]([O-])c1ccc(/C=N/Nc2ccccn2)cc1	0%	-16%	3%	i	2%	23%	-2.1	-19%	-7%
COc1ccccc1N1CCN(C(=O)CSc2nnc(NC(=O)C3CCC3)s2)CC1	-7%	-1%	?	i	0%	-0.8%	-3.4	-8%	-7%
COc1ccc(Nc2nc(N)nc(CSCCO)n2)cc1	0%	-4%	?	i	2%	3.0%	0.4	-8%	6%
CCC(=O)NC(=S)Nc1ccc(S(=O)(=O)N2CCN(C)CC2)cc1	1%	-4%	-4%	i	-3%	-0.7%	0.8	7%	1%
Cc1ccc(C(c2sc3nc(C)nn3c2O)N2CCOCC2)cc1 (stereo not drawn)	0%	-15%	1%	i	-19%	-0.7%	1.1	2%	-4%
CC12CCC(=O)N1C(C(=O)NNC(=O)c1ccccc1F)CS2 (stereo not drawn)	-3%	-4%	6%	i	10%	0.4%	0.5	-23%	-16%
CC(C)(C)c1ccc(/C=C/C(=O)NCCCn2ccnc2)cc1	2%	-2%	-26%	i	-8%	-1.3%	-1.6	-10%	-3%
O=C(CCCN1C(=O)/C(=C/c2cccs2)SC1=S)Nc1ccc(O)cc1	-1%	?	?	i	-6%	?	0.7	-12%	3%

# New compounds follow:
SMILES,Mm-Cpn inhibitor,TGFb inhibitor,Nrf2 block,Akt phos inh,A549 viability,Nrf2 activator,CCT chaperon mod,HepG2 viability,Abeta rescue
O=C(Nc1sc2c(c1C(=O)O)CCCCC2)c1ccccc1F,-1%,1%,?,i,?,2.5%,-1.7,-14%,-28%
Cc1c(Cl)c([N+](=O)[O-])nn1CC(=O)Nc1c(C)n(C)n(-c2ccccc2)c1=O,1%,7%,0%,i,-7%,-0.4%,-4.6,-3%,-3%
COc1ccc(C(c2nnnn2Cc2ccccc2)N2CCN(C/C=C/c3ccccc3)CC2)cc1 (stereo not drawn),·,?,·,i,·,6.8%,-0.5,-15%,3%
O=C(COC(=O)c1ccccc1C(=O)c1ccc(Cl)c([N+](=O)[O-])c1)NC1CC1,-20%,?,-13%,i,-15%,?,-1.2,16µM*,-6%
Cc1ccc2[nH]c(=O)c(C(c3nnnn3CC3CCCO3)N3CCc4ccccc4C3)cc2c1 (stereo not drawn),-2%,6%,-11%,i,-9%,0.4%,1.0,3%,-1%
C=CCn1c(C)nnc1SCC(=O)Nc1nccs1,1%,-10%,-9%,i,4%,-0.1%,-1.7,-7%,-2%
Cc1cc(OC(=O)CNC(=O)OC(C)(C)C)c2c(C)cc(=O)oc2c1,-15%,-5%,19%,i,?,0.0%,0.3,-3%,-7%
Cc1ccc(CNc2nc(-c3ccco3)nn2S(=O)(=O)c2ccc3ccccc3c2)cc1,·,-3%,29%,·,-4%,1.3%,·,-12%,8%
O=c1[nH]c(-c2ccccc2)nnc1-c1ccccc1,2%,1%,14%,i,9%,6.1%,1.5,-14%,10%
CCCc1n(CC(O)COCc2ccccc2)c2ccccc2[n+]1C (stereo not drawn),0%,13%,8%,i,2%,0.0%,-0.6,6%,5%
O=[N+]([O-])c1cccc(-c2nnc3n2CCCCC3)c1,0%,12%,-17%,i,-19%,0.3%,-2.7,1%,-13%
CCN(CC(=O)Nc1c(Cl)cccc1Cl)C(=O)C1CCN(c2ncnc3sc(C)c(C)c23)CC1,-3%,?,?,i,-11%,0.1%,1.4,4%,-7%
CN(c1ccccc1)S(=O)(=O)c1cccc(C(=O)Nc2nccs2)c1,-11%,-13%,6%,i,23%,-1.2%,-2.3,-20%,-16%
CC(C)C(OC(=O)c1ccccc1)c1nccc2ccccc12 (stereo not drawn),?,19%,2%,i,1%,3.8%,-0.2,-9%,-13%
CC(=O)Oc1ccc(C(=O)Nc2ccc3c(c2)C(=O)N(CCC(=O)O)C3=O)cc1,-4%,-10%,1%,i,-5%,0.1%,0.0,3%,0%
Cc1ccccc1OCCn1c(S(=O)(=O)O)nc2c(N)ncnc21,-1%,-3%,4%,i,-2%,-0.4%,-4.5,4%,-1%
Cc1cccn2c(=O)c(/C=C3\SC(=S)NC3=O)c(NCCCN3CCOCC3)nc12,-1%,-5%,?,i,-24%,2.6%,-2.1,3%,-24%
CCOc1ccc(/C=C2\SC(=S)N(CCC(=O)O)C2=O)cc1,0%,-2%,?,i,?,-2.0%,0.3,-4%,11%
CCCc1cc(=O)oc2c(C)c(OCC(=O)NC3CCN(Cc4ccccc4)CC3)ccc12,-1%,-9%,2%,i,-14%,0.2%,-0.4,8%,5%
Cc1[nH]n(-c2ccccc2)c(=O)c1/C=N/N1C(=O)c2ccc3c4c(ccc(c24)C1=O)CC3,1%,-22%,?,i,?,3.5%,-1.0,-34%,8.9µM*
COCCCn1c(=O)c2ccccc2n(Cc2cccc(C)c2)c1=O,1%,-23%,-15%,i,-1%,0.7%,-1.5,-35%,1%
COc1ccc(C2SCC(C(=O)O)N2C(C)=O)cc1OC (stereo not drawn),-2%,1%,1%,i,2%,0.7%,-3.5,-18%,2%
Cn1cnnc1SCC(=O)Nc1ccccc1Sc1ccccc1,2%,-1%,11%,i,3%,-0.3%,-2.3,19%,-3%
CC(C)c1ccc(C(CC(=O)c2ccc(Cl)cc2)C(=O)O)cc1 (stereo not drawn),0%,1%,?,i,-15%,-0.6%,-1.1,-15%,-7%
O=C(NCCc1c[nH]c2ccccc12)c1cc([N+](=O)[O-])cc([N+](=O)[O-])c1,3%,-15%,-8%,i,1%,-0.2%,-3.2,-10%,-17%
Cc1ccc(NC(=O)C2CCN(S(=O)(=O)c3c(C)noc3C)CC2)cc1,·,0%,-4%,·,1%,-0.8%,·,1%,-6%
CC(=O)N1c2ccccc2CC1C(=O)N1CCN(c2ccccc2F)CC1 (stereo not drawn),·,-24%,·,·,1%,-0.9%,·,-51%,-9%
O=C(OCC(=O)N(Cc1ccccc1)Cc1ccccc1)c1cccc(O)c1,-1%,-2%,10%,i,-2%,0.1%,-2.3,2%,2%
Nc1nc(C2CCCN2S(=O)(=O)c2ccc(Cl)cc2)cs1 (stereo not drawn),0%,1%,3%,i,-8%,-0.1%,-0.8,-25%,25%
Cc1cc(C(F)(F)F)nc(-n2cc(-c3cccc(N)c3)nn2)n1,1%,-2%,?,i,-2%,0.7%,-1.3,-6%,10%
Cc1sc2nc(-c3ccccn3)[nH]c(=O)c2c1-c1ccccc1,4%,?,12µM*,i,-9%,5.2%,-1.0,-12%,-10%
Cc1cc(NC(=O)c2cc(-c3ccc4c(c3)OCO4)on2)n(-c2ccccc2)n1,?,5%,6%,i,10%,-0.3%,-2.9,-12%,-8%
CN(C)c1ccc(C#Cc2ccc3cc(CCCO)oc(=O)c3c2)cc1,-5%,?,-2%,i,-7%,3.4%,-0.9,-12%,-9%

# Rows were taken by chance. Share with any hit: about 4.3%.
